Source: PubChem (National Center for Advancing Translational Sciences (NCATS))
Mito fusion yeast: qHTS Assay for Small Molecule Inhibitors of Mitochondrial Division or Activators of Mitochondrial Fusion; AID 485298, 2010; S. cerevisiae fusion-defective mutant growth rescue, CellTiterGlo 48 h; 0.23% of 320,000 active; Potency, µM (titrated, usually from 46.1 µM), for the others: top-dose growth rescue (activation), most hits filed as activators;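 further: potency means the concentration at half of the fitted maximal effect; % of control where 0% means no effect; nearly all actives have a fitted effect of over 45% in size; temperature-sensitive fusion mutants such as fzo1-1 at 37 °C on non-fermentable ethanol glycerol medium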
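Read-out: ATP-based luminescence (CellTiterGlo, 10 min ambient) reporting growth of fusion-defective ts yeast after 48 hours at 37C on glycerol/ethanol YPEG medium in the presence of compound.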
AT treatment: qHTS Assay for Identifying a Potential Treatment of Ataxia-Telangiectasia; AID 485349, 2010; […] A-T fibroblasts, KAP-1 phosphorylation AlphaLISA; neocarzinostatin DNA damage 30 min before lysis; 0.19% of 320,000 active; Potency, µM (series often up to 57.5 µM), without a hit: at the top dose activation, hits mostly activators; further: potency means the concentration at half of the fitted maximal effect; % of control where 0% means no effect; nearly all actives have a fitted effect of over 45% in size
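ATM-like activity read as KAP-1 phosphorylation via AlphaLISA donor/acceptor antibody pairs after lysis and 6 hr at 25C. Cells were ATM-null patient fibroblasts ([…], hTERT), dosed 60 min, then exposed to the DSB inducer NCS for 30 min.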
PTAP TSG101 blk: qHTS Assay for Iinhibitors of HIV-1 Budding by Blocking the Interaction of PTAP/TSG101 | Fluorescence polarization, FITC-PTAP peptide / Tsg101 binding | Potency, µM (top dose mostly 115 µM), without a hit: top-dose activity change, negative = inhibition, most hits filed as inhibitors | 340,000 tested, under 10 active; active means well fitted inhibition curve with a large enough effect in the main read-out, with a control signal flat, not every such curve was filed as active; inconclusive means small, poorly fitted or top-dose-only effect, or effect the other way, or a change in a side signal; inactive means no such curve, though single readings can be large or run the other way; further: potency means the concentration at half of the fitted maximal effect; % of control where 0% means no effect
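Tsg101 binding domain (10 uM final) was mixed with compound and a FITC-labeled PTAP peptide (50 nM final) in HEPES pH 7.5 buffer with NaCl, Tween 20, EDTA and TCEP; fluorescence polarization was read after 20 min at r.t.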
BCR signal inh: qHTS Assay to Find Inhibitors of Chronic Active B-Cell Receptor Signaling | ABC-DLBCL IkBa-CBG/CBR reporter, luminescence ratio, 4 h | Potency, µM (titrated, usually from 46.1 µM), for the others: at the highest dose ratio change, negative = lower green/red ratio, hits mostly inhibitors | 0.05% of 340,000 active; active means well fitted inhibition curve with a large enough effect in the signal ratio, with a control signal flat, not every such curve was filed as active; inconclusive means small, poorly fitted or top-dose-only effect, or effect the other way, or a change in a side signal; the % refers to the signal ratio;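 further: potency means the concentration at half of the fitted maximal effect; plate controls were basal doxycycline-induced cells for no effect and cells given 10 µM MG132 for full effect; MG132 reads +100%, hits lower the ratio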
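Concentration-response series (up to 46 uM) were applied to TMD8 dual-reporter cells for 4 h at 37C with doxycycline. Green/red ratio, after filter-overlap correction, defined %Activity; red signal alone was normalised to basal cells and zero luminescence.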
TCR act: Activators of T cell receptors: qHTS campaign; Potency, µM (doses to about 9.22 µM), for the others: top-dose activation of IL-2 secretion, most hits filed as activators; primary human leukocytes, anti-CD3, IL-2 HTRF, 48 h; 330,000 tested, under 10 active; further: % of control where 0% means no effect
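Compounds are tested in HTS on primary human leukocytes co-incubated with a-CD3 beads for 48 hr. IL-2 output is measured by time-resolved FRET.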
TSHR antagonist: Antagonists of the Thyroid Stimulating Hormone Receptor: HTS campaign; Thyrotropin receptor (Homo sapiens), P16473; TSHR-expressing cells, TSH-stimulated cAMP HTRF, 2 h; active compounds read low; activity change, negative = inhibition, % at 11.5 µM; 0.2% of 330,000 active;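 active means activity change below a set negative limit, meaning inhibition stronger than a set level, cut at about -70% in these data; inconclusive means activity change between two set negative limits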; further: on the % scale 0 is the no-effect control and ±100 the full control effect
Target sequence (P16473 whole entry, looked up): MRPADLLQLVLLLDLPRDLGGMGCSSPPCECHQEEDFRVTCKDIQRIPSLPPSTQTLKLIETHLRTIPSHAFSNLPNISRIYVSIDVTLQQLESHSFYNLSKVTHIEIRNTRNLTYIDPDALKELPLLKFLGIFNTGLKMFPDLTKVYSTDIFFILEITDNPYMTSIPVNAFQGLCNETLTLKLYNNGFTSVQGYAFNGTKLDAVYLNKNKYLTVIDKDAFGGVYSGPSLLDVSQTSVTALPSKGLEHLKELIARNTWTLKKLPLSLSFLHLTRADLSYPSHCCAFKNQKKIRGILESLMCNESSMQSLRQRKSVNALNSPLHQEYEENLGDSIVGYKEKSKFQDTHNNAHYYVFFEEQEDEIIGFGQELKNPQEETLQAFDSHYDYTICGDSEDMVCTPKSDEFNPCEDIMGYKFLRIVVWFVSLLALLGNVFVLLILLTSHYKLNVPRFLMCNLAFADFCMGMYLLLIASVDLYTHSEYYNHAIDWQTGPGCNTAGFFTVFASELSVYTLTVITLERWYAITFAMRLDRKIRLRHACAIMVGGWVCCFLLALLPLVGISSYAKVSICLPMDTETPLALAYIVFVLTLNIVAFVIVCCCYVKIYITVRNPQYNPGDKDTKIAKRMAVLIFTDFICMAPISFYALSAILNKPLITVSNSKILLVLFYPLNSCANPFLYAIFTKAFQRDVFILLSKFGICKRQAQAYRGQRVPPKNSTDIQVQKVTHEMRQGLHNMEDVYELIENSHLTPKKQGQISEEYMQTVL
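TSHR-expressing cells were treated with compounds, then stimulated with TSH at EC80 (4nM final) for 2 hours at 37 deg C. Cellular cAMP was measured by HTRF competition between lysate cAMP and cAMP-d2 for a cryptate-labelled anti-cAMP antibody.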
ASM inhibitor: Inhibitors of Secretory Acid Sphingomyelinase (S-ASM): qHTS | 0.006% of 340,000 active | Sphingomyelin phosphodiesterase (Homo sapiens), P17405 | Potency, µM (titrated, usually from 57.5 µM), for the others: at the highest dose activity change, negative = inhibition, hits mostly inhibitors | placental ASM, HMU-PC fluorogenic substrate, 60 min | AID 504937, 2011; further: potency means the concentration at half of the fitted maximal effect
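qHTS format. ASM enzyme prepared from human placenta hydrolyses the fluorogenic substrate HMU-PC0 (9 uM final) over 60 min at 37 °C after a 10 min compound preincubation.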
Eya2 inh: qHTS Assay for Inhibitors of the Phosphatase Activity of Eya2; AID 488837, 2010; recombinant Eya2, OMFP fluorescence dephosphorylation (OMFP is methylfluorescein phosphate); Protein phosphatase EYA2 (Homo sapiens), O00167; Potency, µM (titrated, usually from 76.9 µM), for the others: at the top dose activity, negative = inhibition, actives largely listed as inhibitors; 0.006% of 330,000 active; further: potency means the concentration at half of the fitted maximal effect; on the % scale 0 is the no-effect control and ±100 the full control effect
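Eya2 (0.2 uM) preincubated 10 min at ambient with compound, then OMFP substrate added at 50 uM; 10 min reaction in 50 mM HEPES pH 7.5, 50 mM NaCl, 5 uM MgCl2, 0.05% BSA, 1 mM DTT. Fluorescence read at Ex 485/Em 525 nm.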
Tb PFK block: qHTS Assay to Find Inhibitors of T. brucei phosphofructokinase | ATP-dependent 6-phosphofructokinase (Trypanosoma brucei brucei), O15648 | T. brucei PFK, ADP-Glo luminescence | Potency, µM (highest dose often 57.5 µM), inactives show top-dose activity, negative = inhibition, usual class: inhibitors | 0.17% of 330,000 active | AID 485367, 2010;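 further: potency means the concentration at half of the fitted maximal effect; 0% = uninhibited 1x PFK enzyme wells and -100% = no-enzyme wells; nearly all actives have a fitted effect of over 60% in size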
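Luminescent ADP detection (ADP-Glo, two-step: ATP depletion then ADP-to-ATP conversion for luciferase) reported PFK activity after 45 min room-temperature reaction of 1.25 nM enzyme with 0.5 mM F6P and 0.1 mM ATP at pH 8.0.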
ELG1 DNA repair: qHTS screen for small molecules that inhibit ELG1-dependent DNA repair in human embryonic kidney (HEK293T) cells expressing luciferase-tagged ELG1; 2.3% of 330,000 active; Potency, µM (titrated, usually from 46.1 µM), inactives show at the highest dose activity change, negative = inhibition, most hits filed as inhibitors; AID 504467, 2011; HEK293T ELG1-luciferase reporter, luminescence, 16 h; DNA damage induced by 5-fluorouridine; further: potency means the concentration at half of the fitted maximal effect; on the % scale 0 is the no-effect control and ±100 the full control effect; nearly all actives have a fitted effect of over 55% in size
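Overnight (16 hr) co-exposure of 2,000 cells/well to 5-fluorouridine and compound at 37 °C preceded detection. Luciferase was quantified via ONE-Glo luminescence; loss of signal denotes inhibition.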
Integrin act MD: qHTS for Activators of Integrin-Mediated Alleviation for Muscular Dystrophy; Potency, µM (highest dose often 38.3 µM), without a hit: at the highest dose activation, hits mostly activators; AID 624291, 2012; alpha7betagal myoblasts, beta-gal FDG fluorescence, 48 h; 0.064% of 350,000 active;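 further: potency means the concentration at half of the fitted maximal effect; 100% = response of the positive control SU9516; nearly all actives have a fitted effect of over 60% in size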
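Alpha7betagal+/- myoblasts (passage 13) were plated 16-24 hr, then exposed to compounds (1:260 dilution of DMSO stock) for 48 hours at 37C. After MPER lysis, β-galactosidase reporter activity was read as FDG fluorescence (ex 480/em 540) after 30 minutes.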
An asterisk follows results filed as active; ? = inconclusive; . = not tested or not shown; [ ] = remark or other dose. Unless noted, the call rests on the fitted dose curve; in most records, active means well fitted curve in the direction sought with a large enough effect; inconclusive means small, poorly fitted or top-dose-only effect, or another doubt; inactive means no such curve, though single readings can be large; an effect the other way counts as inactive or inconclusive.

SMILES	Mito fusion yeast	AT treatment	PTAP TSG101 blk	BCR signal inh	TCR act	TSHR antagonist	ASM inhibitor	Eya2 inh	Tb PFK block	ELG1 DNA repair	Integrin act MD
O=C1CCC(C(=O)N2CCCCO2)CN1Cc1cccc(C(F)(F)F)c1 (stereo not given)	0.3%	10.1%	1.6%	2.9%	6.9%	15.4	-2.5%	0.5%	1.7%	22.6%	8.6%
CCc1nn(CCCC(=O)NCc2ccccc2C)c(=O)c2cc3occc3n12	-0.2%	3.0%	0.3%	-1.8%	-1.8%	53.6	-0.2%	3.9%	0.2%	0.6%	8.0%
Cc1cc(NC(=O)COC(=O)c2nccnc2N)n(-c2ccccc2)n1	-8.3%	-16.7%	-0.5%	-2.5%	4.7%	14.2	271.0%[activator]	-28.4%	23.2%	13.1%	15.9%
CCOC(=O)c1c(NC(C)=O)sc2c1CCC(C=O)=C2Sc1ccccc1	18.3%	0.1%	1.1%	?	5.3%	-1.6	-15.9%	36.6%	2.4%	?	-59.6%[inhibitor]
CC(C)C(O)C1CCN(Cc2nc(Cc3ccccc3Cl)no2)CC1 (stereo not given)	-4.1%	4.9%	0.2%	-19.3%	-1.4%	-3.8	3.2%	5.2%	2.4%	-2.5%	13.0%
Cc1cc(Cl)ccc1NC(=O)CN1C(=O)CSc2ccc(S(=O)(=O)N3CCOCC3)cc21	-9.2%	10.6%	0.2%	0.2%	-0.7%	3.9	-1.0%	4.3%	-1.8%	-0.1%	-13.2%
CCS(=O)(=O)N1CCN(CC(=O)NC2CCCCC2)CC1	-2.3%	3.4%	-1.8%	0.4%	3.7%	-1.2	-2.7%	?	-0.9%	8.6%	3.3%
CCN(CC)c1ccc2cc(-c3nnc(-c4ccccc4)o3)c(=O)oc2c1	-1.4%	9.1%	?	?	-1.9%[46.1 µM]	-8.1	62.5%[activator]	6.0%	-4.2%	?	-16.6%
COc1cc(/C=C2/SC(=S)N(Cc3ccccc3)C2=O)cc(Cl)c1O	0.2%	-7.6%	?	?	-1.0%	-27.9	-25.8%	?	-16.6%	10.5%	-6.3%
COC(=O)c1[nH]c2ccccc2c1NC(=O)CN1CCN(C/C=C/c2ccccc2)CC1	.	.	-2.5%	?	.	-8.0	-0.8%	-9.2%	-2.5%	8.2µM*	-46.1%[inhibitor]
COCCn1c(-c2ccc(-c3ccc([N+](=O)[O-])cc3Br)o2)nc2c1c(=O)[nH]c(=O)n2CC(C)C	-1.6%	-11.8%	-0.6%	-4.9%	3.5%	5.5	18.1%	-13.7%	2.2%	10.3µM*	-0.1%
COc1cc(NS(=O)(=O)c2ccc(C)cc2)c2ncccc2c1	-1.2%	4.9%	-0.8%	?	-9.5%[46.1 µM]	-30.7	-0.5%	-13.9%	4.2%	?	-58.0%[inhibitor]
CC1=NN(C(=O)c2cccnc2)C(O)(C(F)(F)F)C1 (stereo not given)	7.6%	-0.8%	-1.8%	?	-4.4%	4.9	1.9%	1.5%	-2.5%	6.8%	34.6%
O=C(Nc1ccc(S(=O)(=O)N2CCCCC2)cc1)c1ccc(=O)[nH]c1	1.4%	-7.4%	-5.7%	-12.2%	3.0%	-14.4	1.7%	5.0%	12.8%	0.6%	3.0%
Cc1nc(-c2ccc(S(=O)(=O)Nc3ccc(Br)cc3F)cc2)co1	8.4%	-3.1%	-0.8%	?	-0.5%	-4.2	-9.4%	-3.1%	2.9%	15.1%	41.5%
O=C(N/N=C/c1coc2ccccc2c1=O)c1cc2ccccc2o1	3.4%	1.5%	-1.3%	?	-4.1%[46.1 µM]	13.5	3.5%	0.4%	-4.1%	?	-5.5%
CCCCn1c(CN2CCN(C(=O)OCC)CC2)nc2c1c(=O)[nH]c(=O)n2C	-2.0%	5.0%	-3.4%	4.2%	4.6%	3.1	0.6%	4.8%	-0.3%	-15.4%	-18.2%
COc1ccc(-c2nc3n(n2)C(c2ccncc2)C(C(N)=O)=C(C)N3)cc1 (stereo not given)	-1.2%	-4.9%	-3.1%	-2.5%	2.9%	0.0	3.1%	12.6%	2.3%	2.3%	-3.7%
O=C(COC(=O)/C=C/c1cnc2ccccc2n1)NCC(F)(F)F	0.5%	-1.3%	-1.4%	-9.5%	2.1%	1.6	-0.7%	-1.9%	-0.5%	5.2%	0.0%
CCOC(=O)c1sc(C)c2c(=O)n(CCc3ccccc3)nnc12	0.4%	-3.8%	0.0%	0.7%	-1.3%	11.2	-1.2%	2.5%	-4.4%	-7.0%	-1.0%
CCC1CCCCN1CCCNC(=O)c1ccc(/C=C2/Sc3ccccc3NC2=O)cc1 (stereo not given)	-1.8%	10.7%	0.9%	?	6.0%	4.9	-3.1%	-6.4%	0.8%	-4.6%	-21.6%
CC(=O)c1cc(CN2C(=O)CCC2=O)cs1	0.2%	2.4%	-5.2%	-3.2%	1.4%	0.0	26.9%	-3.9%	0.7%	-2.9%	-16.8%
C=CCN1C(=O)/C(=C/C(=O)OC)S/C1=N\NC(=O)c1ccccc1	-12.4%	10µM*	-0.9%	17.1%	1.7%	1.5	-4.3%	?	-0.1%	?	-16.2%
COC(=O)C1=C(N)c2c(F)cccc2C1(C#N)c1ccccc1 (stereo not given)	4.8%	.	-8.5%	-11.5%	-6.7%	-12.6	-1.6%	-1.5%	-1.9%	2.7%	-8.2%
Cc1cc2cc(CCNC(=O)CC(C)C)c(=O)[nH]c2cc1C	-2.3%	2.8%	.	11.4%	.	-2.5	.	6.0%	1.0%	14.6%	.
O=C(OCC(=O)N1CCCc2ccccc21)c1cnc(Cl)c(Cl)c1	5.3%	7.0%	0.1%	?	-0.2%[46.1 µM]	-20.5	-2.2%	-4.1%	1.2%	28.4%	-4.7%
COCC(=O)N1CCN(c2cccc(C(F)(F)F)c2)CC1	-3.1%	-0.5%	-1.1%	?	-7.5%	-1.7	-0.6%	-4.4%	-0.2%	1.1%	-7.4%
COc1ccc(Cl)cc1NC(=O)C/C(C)=N/NC(=O)c1ccccc1Cl	-7.4%	-8.5%	0.5%	?	6.6%	-2.5	-2.6%	0.2%	2.0%	-10.1%	?
CCOc1ccccc1NC(=O)N1CCCN(c2ncccc2C#N)CC1	10.2%	-4.3%	0.0%	-4.4%	-0.9%	1.8	4.3%	-10.3%	0.1%	?	4.5%
Cc1cccc(C)c1NC(=O)CSc1nc(COc2ccccc2)nc2ccccc12	3.6%	-3.4%	0.2%	-0.7%	3.0%	4.5	-0.8%	?	-2.3%	-0.4%	-1.6%
Cc1cc(C)nc(N2CCC(C(=O)Nc3ccc4c(c3)OCO4)CC2)n1	-1.5%	3.1%	-0.6%	-2.3%	-15.6%	0.2	-1.2%	-5.2%	1.0%	?	-7.5%
COc1cc(C(=O)NCCOc2ccccc2)cc(OC)c1OC	-1.5%	16.7%	-2.2%	0.8%	-5.1%	5.6	6.3%	11.6%	2.1%	3.3%	0.6%

2 successive compounds already listed, quoted:
SMILES	Mito fusion yeast	AT treatment	PTAP TSG101 blk	BCR signal inh	TCR act	TSHR antagonist	ASM inhibitor	Eya2 inh	Tb PFK block	ELG1 DNA repair	Integrin act MD
COCC(=O)N1CCN(c2cccc(C(F)(F)F)c2)CC1	-3.1%	-0.5%	-1.1%	?	-7.5%	-1.7	-0.6%	-4.4%	-0.2%	1.1%	-7.4%
COc1ccc(Cl)cc1NC(=O)C/C(C)=N/NC(=O)c1ccccc1Cl	-7.4%	-8.5%	0.5%	?	6.6%	-2.5	-2.6%	0.2%	2.0%	-10.1%	?
